ERK EGF block – inhibitors of EGF-stimulated ERK signaling pathway; HEK293-V1b, EGF-stimulated phospho-ERK AlphaScreen; Potency, µM (titrated, usually from 11.5 µM), without a hit: at the highest dose activity change, negative = inhibition, hits mostly inhibitors; 0.41% of 130,000 active; AID 1454; active means well fitted inhibition curve with a large enough effect; inconclusive means small, poorly fitted or top-dose-only effect, or effect the other way;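 further: plate controls were stimulated vehicle wells for no effect and unstimulated vehicle basal for full effect; nearly all actives have a fitted effect of over 55% in size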
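Phospho-ERK1/2 measured by AlphaScreen (SureFire) after 5 min 25 nM EGF stimulation of V1b-expressing HEK293 cells preincubated 30 min at 37C with titrated compounds; data scaled to DMSO and EGF controls, Hill-fitted AC50.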
Starred values were filed as active, the others as inactive; ? = inconclusive; & = joins results of further samples; [ ] = dose if it differs, or a comment. Potency means the concentration at half of the fitted maximal effect.

SMILES | ERK EGF block
CC(C)N(Cc1nccn1C)C(=O)c1cc(COc2ccc3ncccc3c2)on1 | -17%
Cc1ccc(NC(=O)CC2C(=O)N(Cc3ccccc3)C(=S)N2NC(=O)c2cccc(F)c2)c(C)c1 (stereo unspecified) | -6%
Cc1cc(C(=O)NCCc2ccc(S(N)(=O)=O)cc2)no1 | -2%[57.5 µM]
COc1ccc(/C=N/NC(=O)c2c(C)n(C)c3ccc(OC)cc23)c(OC)c1 | -10%
CCCc1c(C(=O)Nc2ccc(F)cc2)cnn1-c1ccccc1 | -5%[57.5 µM]
CCn1c(SCC(=O)Nc2ccc(OC)cc2)nc2nc3c(cc2c1=O)CCCC3 | ?
Cc1ccc(S(=O)(=O)c2cc(O)ccc2O)cc1C | -1%
Cc1nn(C)c(=O)c(N)c1-c1cc(-c2ccc(Cl)c(Cl)c2)n[nH]1 | 9%[57.5 µM]
CSCCNC(=O)Nc1c(-c2c(Cl)cccc2Cl)noc1C | 5%[57.5 µM]
Cn1ncc(Cl)c1C(=O)N/N=C/c1cc2c(cc1[N+](=O)[O-])OCO2 | -2%
COc1ncc2nc(-c3cc(F)cc(F)c3)c(=O)n(C3CC3)c2n1 | -15%
CCCCC(CCC(=O)NNC(=O)Cc1ccccc1)C(=O)O (stereo unspecified) | 10%
CC1CC(C)CN(C(=O)c2ccc(C#N)cc2)C1 (stereo unspecified) | -12%
O=C1CC2(CCCC2)CC(=O)N1CCNC[C@H]1COc2ccccc2O1 | -11%
COc1ccccc1-c1c(C)[nH]n2c(=O)c(Cc3ccccc3)c(C)nc12 | -19%
O=C(NC1CCN(Cc2ccccc2)CC1)c1ccc(Oc2cc(Cl)cc(Cl)c2)o1 | ?
CC(C)=CCN1CCN(CC#Cc2ccccc2)CC1CCO (stereo unspecified) | -4%
CC1=C(C(=O)c2ccccc2)C(c2ccc(OC(F)F)cc2)NC(=S)N1 (stereo unspecified) | 0%
COc1ccccc1NS(=O)(=O)c1cc(NC(=O)C2CC2)ccc1N1CCOCC1 | 8%
CN(c1ccccc1)S(=O)(=O)c1cccc(NC(=O)CCN2C(=O)C3CCCCC3C2=O)c1 (stereo unspecified) | ?
O=C(O)CC(c1cccc(C(F)(F)F)c1)N1CCS(=O)(=O)CC1 (stereo unspecified) | -1%
Cc1ccc(C(=O)NC(=S)Nc2c(C)ccc3nsnc23)cc1 | 3%
CC(=O)NCCNc1ccc([N+](=O)[O-])cn1 | 2%
Cc1cc(C)cc(NC(=O)C(NCCN2CCOCC2)c2ccccc2)c1 (stereo unspecified) | -1%
O=C(Cc1ccccc1)NN1C(=O)/C(=C/c2ccc(C(=O)O)cc2)SC1=S | 12%[57.5 µM]
C1CCC(N=C(NC23CC4CC(CC(C4)C2)C3)N2CCOCC2)CC1 | -9%&-20%
CC(C)CC(C(=O)N1CCOCC1)N1Cc2ccccc2C1=O (stereo unspecified) | -5%
CN(C)c1cccc(C(=O)OCC(=O)Nc2ccccc2Sc2ccccc2)c1 | 5%
COCCCNC(=S)Nc1ccccc1[N+](=O)[O-] | -13%
NC(=S)Nc1cccc(F)c1 | -3%[57.5 µM]
CC(NC(=O)CCc1nnc(C2(c3ccc(Cl)cc3)CCC2)o1)C1CC1 (stereo unspecified) | 0%
CC(C(=O)N1CCN(Cc2ccc3c(c2)OCO3)CC1)c1ccc([N+](=O)[O-])cc1 (stereo unspecified) | 7%
CSc1nc2ncc(C#N)cn2n1 | -5%
Fc1cccc(F)c1/C=N/Nc1ccccn1 | -2%
O=c1cc(-c2ccccc2)oc2cc(OCc3ccccc3)cc(O)c12 | -7%[57.5 µM]
COc1cc(NC(=O)CN2CCC(C(N)=O)(N3CCCCC3)CC2)c(OC)cc1Cl | -9%
CC(O)(P(=O)(O)O)P(=O)(O)O | -10%[25.7 µM]
CNC(=O)c1[nH]cnc1C(=O)Nc1ccc(OC)cc1 | 2%[57.5 µM]
O=c1c(-c2ccc(O)cc2)coc2cc(O)cc(O)c12 | 8%
CCOc1ccc(OCC(=O)Nc2ccccc2C(F)(F)F)cc1 | -1%

In the list so far, 8 have fluorine:
SMILES | ERK EGF block
Cc1ccc(NC(=O)CC2C(=O)N(Cc3ccccc3)C(=S)N2NC(=O)c2cccc(F)c2)c(C)c1 (stereo unspecified) | -6%
CCCc1c(C(=O)Nc2ccc(F)cc2)cnn1-c1ccccc1 | -5%[57.5 µM]
COc1ncc2nc(-c3cc(F)cc(F)c3)c(=O)n(C3CC3)c2n1 | -15%
CC1=C(C(=O)c2ccccc2)C(c2ccc(OC(F)F)cc2)NC(=S)N1 (stereo unspecified) | 0%
O=C(O)CC(c1cccc(C(F)(F)F)c1)N1CCS(=O)(=O)CC1 (stereo unspecified) | -1%
NC(=S)Nc1cccc(F)c1 | -3%[57.5 µM]
Fc1cccc(F)c1/C=N/Nc1ccccn1 | -2%
CCOc1ccc(OCC(=O)Nc2ccccc2C(F)(F)F)cc1 | -1%

New compounds follow.
SMILES | ERK EGF block
CCOC(=O)N1CCN(C(=S)NC(=O)C23CC4CC(CC(C4)C2)C3)CC1 | 0%
O=c1oc2c(-c3ccc([N+](=O)[O-])cc3)cc(O)cc2s1 | -4%[57.5 µM]
COc1ccccc1C(=O)Nc1ccc(S(=O)(=O)N2CCCCC2c2cccnc2)cc1 (stereo unspecified) | -6%[57.5 µM]
Clc1ccc(-c2cccs2)nn1 | -2%
C=CCc1c(N(CC)CC)nc(C)[nH]c1=O | -8%[57.5 µM]
Cc1ccc(SCCC(=O)N2CCC(C)CC2)cc1 | 13%
Cn1c(Cc2ccccc2)nnc1SCC(=O)NCCc1ccccc1 | -9%
CN(C)S(=O)(=O)c1cccc(NC(=O)COC(=O)/C=C/c2cccs2)c1 | 0%
CCOC(=O)Cn1c(=NC(=O)c2nc3ccccc3s2)sc2cc(S(N)(=O)=O)ccc21 | 1%
COc1ccc(C(=O)Nc2cc(C(=O)O)cc(C(=O)O)c2)cc1Cl | -8%
CCCCn1c(SCC(=O)Nc2cc(C)on2)nnc1-c1cccs1 | -5%[57.5 µM]
CCC(=O)Nc1nc2ccc([N+](=O)[O-])cc2s1 | 2%[57.5 µM]
Nc1ccc(-n2nncc2-c2ccccc2)cc1 | 0%
COC(=O)c1c(-c2ccc(C)cc2)csc1NC(=S)NC(=O)c1ccc(F)cc1 | 7%
Cc1ccccc1Nc1nc(N)nc(CSc2ccccc2)n1 | 2%
Clc1ccc(-n2nnnc2-c2ccno2)cc1 | 5%[57.5 µM]
Cc1ccc(C(=O)N/C(=C\c2ccco2)C(=O)NCc2cccnc2)cc1 | 8%
Cc1ccc(NC(=S)N2CCN(S(=O)(=O)c3c(F)cccc3F)CC2)cc1C | 6%
COc1ccc(CNC(=O)c2cccc(NC(=O)c3ccccc3)c2)cc1 | -7%
COc1ccc(S(=O)(=O)Nc2nc3ccccc3nc2Nc2ccc3c(c2)OCO3)cc1 | 4%
Cc1ncoc1C(=O)Nc1ncc([N+](=O)[O-])s1 | 4%
O=C(O/N=C1/CCCc2occc21)c1ccc(F)cc1 | -27%
O=[N+]([O-])c1ccc(O)c(C=Nc2ccc3c(c2)OCO3)c1 | -9%[57.5 µM]
CN(C[C@H](Cc1ccccc1)N(C[C@@H](CC1CCCCC1)N(CCc1ccccc1)N=O)N=O)N=O | -12%[57.5 µM]
COc1nc(C)c2cc(C)oc2n1 | -1%
Cc1ccc(-c2nc(Nc3ccc(N4CCOCC4)cc3)c3ccccc3n2)cc1 | ?
CC(C)c1ccc2c([Si](C)(C)C)c3c(nc2c1)-c1cccc(=O)n1C3 | -5%
Cc1cc2c(sc3ccccc32)c(C)n1 | 3%[57.5 µM]
Cc1ccc(C=Nc2cccnc2N)cc1 | -5%
Cc1ccc(NC(=S)NCCCN2CCOCC2)cc1 | 4%
CCOC(=O)C1=C(CC)OC(N)=C(C#N)C1c1ccc(NC(C)=O)cc1 (stereo unspecified) | 10%
O=C(N/N=C/C=C\c1cccc([N+](=O)[O-])c1)c1ccccn1 | 3%
O=C(O)/C=C/C(=O)NNC(=O)c1ccc(Cl)cc1Cl | -13%
CCOC(=O)/C(C#N)=C/Nc1ccsc1C(C)=O | -7%[57.5 µM]
COCCNC(=O)C(=O)Nc1ccc(Cl)cc1C | -5%
Cc1cccn2c(Nc3ccccc3)c(-c3ccccn3)nc12 | -2%
CC(C)C(C(=O)Nc1ccc2c(c1)OCCOCCOCCOCCO2)N1C(=O)c2ccccc2C1=O (stereo unspecified) | 3%
CN(C)S(=O)(=O)c1cccc(NC(=O)COc2cccc(C#N)c2)c1 | -4%
O=C1Nc2ccccc2N(O)N1c1cc(-c2ccc(Cl)cc2)[nH]n1 | -1%
COc1cc(OC)cc(C(=O)NNC(=S)NCc2ccco2)c1 | 0%
COc1ccc(Nc2nc(N)nc(CN3CCC(Cc4ccccc4)CC3)n2)cc1 | 5%
OC[C@H]1NC[C@@H](O)[C@@H]1O | 9%
Cc1ccc(C)c(C(=O)NC(C)CCc2ccccc2)c1 (stereo unspecified) | -6%
N#Cc1ccccc1Sc1ccccc1C(=O)OCC(N)=O | -8%
CCOC(=O)N1CCN(c2ncnc3c2cnn3-c2ccc(OC)cc2)CC1 | ?
Cc1cccc(C)c1NC(=O)CNC(=O)c1c(C)nn(C)c1Cl | -1%
CCOC(=O)CCCCC(=O)c1[nH]c(=O)[nH]c1C[n+]1ccccc1 | -10%
CCCCN(CC)CCNC(=O)CN1C(=O)COc2ccc(S(=O)(=O)N3CCCC3)cc21 | 8%
CN(O)/C=C/C(=O)c1ccc(Br)cc1 | -6%
CCOC(=O)NC1(Nc2cccc(Cl)c2)Oc2ccccc2O1 | -1%
CC(=O)N1N=C(c2cccc(Cl)c2)OC1c1cccc([N+](=O)[O-])c1 (stereo unspecified) | 3%
CCCCSc1nnc(-c2ccc(OC)cc2)n1C | 3%
Nc1cc(S(=O)(=O)Nc2ccccc2Cl)ccc1N1CCOCC1 | 1%[57.5 µM]
CCCNC(=O)COC(=O)c1n[nH]c2ccccc12 | 0%
Cc1cccc(OCc2nnc(SCc3cc(=O)[nH]c4ccccc34)n2-c2ccccc2)c1 | 7%
COc1ccc(NS(=O)(=O)c2ccc(NC(=O)Cc3cccs3)cc2)cc1 | 4%
CCn1c(=O)cc(OCC(=O)NCCc2ccc(OC)c(OC)c2)c2ccccc21 | 6%
COc1cc(O)ccc1C=O | -4%[57.5 µM]
NC1=NN=C(N2N=C(c3ccc(Br)cc3)CC2(O)C(F)(F)F)n2ncnc2C1 (stereo unspecified) | 2%
COc1ccccc1/C=C/C(=O)NCC(=O)N/N=C/c1ccccc1[N+](=O)[O-] | -4%

Copied from the list:
Cc1ccc(C)c(C(=O)NC(C)CCc2ccccc2)c1 (stereo unspecified) in ERK EGF block is entered as -6%
CCCCSc1nnc(-c2ccc(OC)cc2)n1C in ERK EGF block is entered as 3%

Pulled one by one from the list above (2):
SMILES | ERK EGF block
COc1ccc(Nc2nc(N)nc(CN3CCC(Cc4ccccc4)CC3)n2)cc1 | 5%
NC1=NN=C(N2N=C(c3ccc(Br)cc3)CC2(O)C(F)(F)F)n2ncnc2C1 (stereo unspecified) | 2%

(cont.)
SMILES | ERK EGF block
Cc1cccc(NC(=O)c2c(C)nc3ccccn23)c1 | 3%
COc1ccc(NC(=O)COC(=O)CCCOc2ccc(Cl)cc2Cl)cc1 | -7%
COc1ccccc1CC(=O)Nc1ccc(Cl)cc1C(=O)O | 17%
CC(C)(C)c1ccc(/C=N/OCC(=O)NCc2ccc(F)cc2)cc1 | 8%
NS(=O)(=O)c1ccc(CCNC(=O)c2cc(-c3cccs3)nc3ccccc23)cc1 | -2%
CC1CCN(C(=S)Nc2ccc(SC(F)F)cc2)CC1 | 6%
CC(=O)N1CCC(=NNC(=O)c2cccs2)CC1 | 11%
CCOc1cc2c(cc1/C=C1/NC(=O)N(CC(=O)OC)C1=O)OCO2 | -1%
C/C(=N\NC(=O)c1cc(C)[nH]n1)C(C)(C)C | -1%
COc1ccc(-c2nc(NC3=NCCCCC3)sc2C)cc1 | 8%
N#Cc1ccc(Cl)cc1NC(=O)CSc1nc2nc(-c3cccs3)cc(C(F)(F)F)c2c(=O)[nH]1 | 13%[57.5 µM]
CCOC(=O)Cn1nc(C)c(NC(=O)CCc2ccccc2)c1C | -7%
Cn1ncc2c(Sc3ccc(Cl)cc3)ncnc21 | 5%[57.5 µM]
COc1cc(-c2nnn(CC(=O)NCc3ccccc3)n2)cc(OC)c1OC | 0%
O=C(Nc1ccc(C(=O)O)cc1)Nc1cccc([N+](=O)[O-])c1 | 2%
CC(C)C[C@@H](CC(=O)N[C@@H](CCC(=O)O)CC(=O)O)NC(=O)[C@@H]1CNCC[C@H]1NC(=O)C[C@@H](NC(=O)C[C@H](Cc1c[nH]c2ccccc12)NC(=O)[C@@H]1CNCC[C@H]1N)C(C)C | -10%
CCCn1c(CN2CCN(C(=O)OCC)CC2)nc2c1c(=O)n(C)c(=O)n2C | -1%[57.5 µM]
CC(=O)OC1CC[C@@]2(C)C3CC(=O)[C@]4(C)C(C(C)=O)=CCC4C3CC[C@H]2C1 (stereo partly specified) | 18%
CCN(c1cccc(C)c1)C(C(=O)Nc1ccc(OC)cc1)c1cc2c(cc1[N+](=O)[O-])OCO2 (stereo unspecified) | -6%
CCOC(=O)CSc1ccc(C(=O)Nc2ccc(OC)cc2)cn1 | -8%
O=C(COc1ccccc1)N(Cc1ccco1)c1ccc(O)cc1 | 7%
CCOC(=O)c1cc(C(=O)NN)c(C)nc1C | -7%
CC(=O)N[C@@H](Cc1c[nH]c2ccccc12)C(=O)O | -8%
O=C(N/N=C/c1cccnc1)c1cc2ccccc2o1 | 1%
CCN(CC)CCC(c1ccc(OC)cc1)c1c(O)cc(OC)cc1OC (stereo unspecified) | -7%[57.5 µM]

Screens (PubChem)

These rows are one share of the data; rates above refer to the full screens.
